KKLEB cytotox = CF airway cell cytotoxicity counter-screen | KKLEB CF airway cells viability, ATPlite luminescence, overnight; stronger effect = lower value; cells stimulated with P. aeruginosa culture filtrate | activity change (cytotoxicity), % at 5 µM | hit rate 0.36% among 360,000;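 active means corrected activity change at or below -50% at 5 µM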
Peg3 promoter = Peg3 promoter activity inhibition. HeLa PEG-Prom luciferase reporter, luminescence, overnight. hit rate 1.7% among 360,000. AID 588405. inhibition, % at 20 µM;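 active means inhibition of at least 50% at 20 µM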
iPSC survival up = enhancers of human iPSC single-cell survival; hiPSC single-cell survival, ATPlite luminescence; 100% = ROCK inhibitor wells, 0% = DMSO; survival enhancement, % at 20 µM; hit rate 0.044% among 360,000; AID 602274; in the data active means survival enhancement above about 18%;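 further: cells exposed to compounds for 16 hours before the ATP read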
CF NFkB inh = inhibitors of cystic fibrosis induced NF-kB. AID 588850. hit rate 0.86% among 360,000. KKLEB NF-kB-GFP reporter, PAF-induced, GFP fluorescence overnight. inhibition, % at 5 µM;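 active means at least 50% inhibition at 5 µM, scaled per plate between neutral and stimulator controls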;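 further: PAF is a Pseudomonas aeruginosa culture filtrate used as stimulus; plate controls were PAF-stimulated DMSO wells for no effect and unstimulated DMSO wells for full effect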
Shn3 3UTR inh = Schnurri-3 reporter inhibition in Clone20 osteoblasts | Clone20 osteoblast Shn3 3'UTR firefly luciferase, 24 h | inhibition, % at 12.5 µM | hit rate 0.52% among 360,000;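 active means mean inhibition of at least 75% with every replicate also reaching 75%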;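 further: 0% = median of neutral control wells and 100% = pilot-screen positive control compound; some compounds past the cut are filed as inactive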
TWEAK-Fn14 inh = blocks TWEAK-Fn14 interaction in a reporter cell assay; inhibition, % at 10 µM; AID 1159606; hit rate 2% among 360,000; TWEAK-stimulated Fn14 reporter cells, luciferase luminescence, 8 h; in the data active means inhibition above about 50%
TRPM1 prom inh = inhibitors of MITF-driven TRPM1 promoter in melanoma cells; inhibition, % at 12.5 µM; SK-MEL-5 TRPM1 promoter luciferase, 24 h; AID 488899; hit rate 0.83% among 330,000;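 active means mean inhibition across replicates of 60% or more, whatever share of single replicates reaches that level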; further: values of inactives mirror those of a sister screen read the other way
NR2E3 ag-1 = agonists of human NR2E3 nuclear receptor. Q9Y5X4. CHO-S Gal4-NCOR/VP16-NR2E3 two-hybrid, luciferase. inhibition of corepressor binding, % at 3.98 µM. hit rate 0.35% among 360,000. AID 602229;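 active means inhibition above the mean of all tested compounds plus 3 SD, cut at about 70% in these data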;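 further: 0% = DMSO with NR2E3 transfected cells and 100% = cells lacking NR2E3 construct; higher means lower luciferase signal from less NR2E3 corepressor binding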
Target sequence (Q9Y5X4 whole entry, looked up, the tested form may be a part): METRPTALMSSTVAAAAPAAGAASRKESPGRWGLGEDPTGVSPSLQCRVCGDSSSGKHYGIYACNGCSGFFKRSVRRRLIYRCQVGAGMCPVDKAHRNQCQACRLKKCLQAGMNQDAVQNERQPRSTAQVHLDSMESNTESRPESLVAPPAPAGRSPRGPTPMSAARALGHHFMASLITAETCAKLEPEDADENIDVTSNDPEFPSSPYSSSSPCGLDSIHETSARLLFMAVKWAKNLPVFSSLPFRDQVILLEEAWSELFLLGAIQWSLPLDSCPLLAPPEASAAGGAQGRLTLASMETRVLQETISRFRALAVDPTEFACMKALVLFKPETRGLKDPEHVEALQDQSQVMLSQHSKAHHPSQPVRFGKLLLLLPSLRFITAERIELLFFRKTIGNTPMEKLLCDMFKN
NR2E3 ag-2 = NR2E3 (human) agonism; hit rate 0.12% among 320,000; GST-NR2E3/biotin-RetCOR TR-FRET, 1536-well; inhibition of corepressor binding, % at 4.78 µM; Q9Y5X4; AID 2300;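 active means percent inhibition above the cutoff of mean plus 3 SD of all tested compounds, set per screening campaign, cut at about 20% in these data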;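 further: 0% = DMSO wells and 100% = biotin wells as full block of FRET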
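Assay system: NR2E3–RetCOR corepressor complex. Quantity: 1.35 nM GST-NR2E3. Buffer or medium: pH 7.5 Tris-based buffer. Reagent: biotinylated RetCOR corepressor at 7 nM final. Schedule: 5 h at 4 °C. Detection: TR-FRET, emission read at 617 and 671 nm. Replicates: one well per compound, singlicate testing.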
HIF-2a block = blocks HIF-2a reporter activity; 786-0 RCC cells HIF-2a reporter, luciferase luminescence, overnight; hit rate 0.72% among 360,000; inhibition, % at 18.8 µM; AID 624352;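 active means inhibition of the luminescence signal of 40% or more relative to plate controls, in a single-dose primary screen at 18.75 µM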
aDG glyco up = alpha-DG glycosylation activation; Pro5-aDG cells, alpha-DG glycosylation AlphaScreen (IIH6); 0% Pro5, 100% B10-LARGE cell signal; activation, % at 10 µM; hit rate 0.22% among 360,000; AID 624168;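 active means activation of at least 8% versus controls, or a plate z-score of at least 8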;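 further: Pro5 are CHO cells carrying HIG-tagged alpha-DG that lacks glycosylation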
The depositor's hits bear a star; x = not tested or not shown.

Sequence of screens – KKLEB cytotox, Peg3 promoter, iPSC survival up, CF NFkB inh, Shn3 3UTR inh, TWEAK-Fn14 inh, TRPM1 prom inh, NR2E3 ag-1, NR2E3 ag-2, HIF-2a block, aDG glyco up
CC1(C2CC2)NC(=O)N(CC(=O)N2CCN(c3ccccc3F)CC2)C1=O (stereo not drawn)
→ 8, 0, 0.3, -6, -4, -3, x, -25, x, -14, 0.1
Cn1ccnc1SCC(=O)Nc1cccc(C#N)c1
→ 0, 4, 1.2, -21, -25, -5, -4, -23, x, 1, 0.0
COc1ccc2c(C)nc(Nc3nc(C)cc(C)n3)nc2c1
→ -6, 7, 0.3, 1, 24, 16, 2, -18, 2, 13, 0.1
O=C(c1ccco1)N1CCN(C(=O)c2ccccc2Oc2ccccc2)CC1
→ 2, 11, 0.7, 7, -11, -8, 5, -8, 4, 2, 0.0
Cc1cc2c(cc1C)NC(=O)CC(c1ccccc1)=N2
→ 16, -378, 0.1, -31, -38, -7, -79, -93, x, -288, -0.1
C/C(=N\NC(=O)c1c(Cl)c(C)nn1C)c1cccc(NC(=O)COc2ccc(Cl)cc2)c1
→ -15, -40, -1.3, 14, 0, 6, -14, -5, -1, -30, 0.4
CS(=O)(=O)N1CCCCC1c1cc(C(=O)Nc2cccc(C#N)c2)no1 (stereo not drawn)
→ 6, -40, -3.7, -20, -40, 11, x, 2, x, -68, -0.3
O=C(NC(=O)c1csnn1)Nc1ccccc1Cl
→ 6, -88, -0.1, 12, -17, 1, -77, -31, 1, -54, 0.3
Cn1c(C(=O)O)c(CC(=O)Nc2ccccc2F)c2ccccc21
→ -8, 18, 2.1, 9, x, -1, 7, -13, 0, 13, 0.0
CCOC(=O)/C=C(/C)N1N=C(c2ccc(OC)cc2)CC1c1cccc([N+](=O)[O-])c1 (stereo not drawn)
→ 12, -131, 0.5, -26, -108, -23, 4, -63, -2, -216, -0.1

4 entries from above, arranged by the number in Shn3 3UTR inh, largest number first:
Structure,Shn3 3UTR inh
Cn1ccnc1SCC(=O)Nc1cccc(C#N)c1,-25
Cc1cc2c(cc1C)NC(=O)CC(c1ccccc1)=N2,-38
CS(=O)(=O)N1CCCCC1c1cc(C(=O)Nc2cccc(C#N)c2)no1 (stereo not drawn),-40
CCOC(=O)/C=C(/C)N1N=C(c2ccc(OC)cc2)CC1c1cccc([N+](=O)[O-])c1 (stereo not drawn),-108

(further entries)
Sequence of screens – KKLEB cytotox, Peg3 promoter, iPSC survival up, CF NFkB inh, Shn3 3UTR inh, TWEAK-Fn14 inh, TRPM1 prom inh, NR2E3 ag-1, NR2E3 ag-2, HIF-2a block, aDG glyco up
CCc1nccn1S(=O)(=O)c1ccc(C)c(C)c1
→ -5, 7, 1.0, 12, -9, 10, 9, 4, -1, 6, 0.1
COc1ccc([N+](=O)[O-])cc1NC(=O)c1cc(C)c(C)o1
→ 3, -10, -0.2, -7, -6, 3, 9, 30, 2, 15, 0.1
CC(C(=O)Nc1nc2ccccc2s1)n1cc([N+](=O)[O-])cn1 (stereo not drawn)
→ -14, 3, -0.4, 13, 3, 16, -6, 5, 0, 5, 0.0
CSc1cc(/C=N/O)c(SC)s1
→ -9, 25, -0.8, 9, 3, 6, -2, -19, 2, 28, -0.3
Cc1cccc(C)c1NC(=O)CN(C)C(=O)C(c1ccccc1)c1ccccc1
→ 1, 10, -1.1, -13, 20, 8, -11, -18, -2, 16, 0.0
Brc1ccc(CNc2cc3c(cc2Br)OCCO3)cc1
→ -2, -29, -0.5, 8, 15, 6, -15, -18, 4, -93, -0.4
CCCc1nnc(NC(=O)OCC)s1
→ -6, -6, -0.6, 11, 3, 13, 4, -22, -1, 7, -0.3
CCC1(CC)C(=O)N=C2c3ccccc3C(=O)N21
→ 14, 20, -2.3, -6, 2, -2, 1, -6, 1, 16, -0.4
Oc1ccc2n[nH]nc2c1
→ 10, 16, 4.7, -3, 7, 8, -6, -47, 1, 17, -0.2
CCN(CC)C(=O)Oc1ccc2c(=O)c(-c3ccccc3)coc2c1
→ 4, -298, -2.8, 11, -61, 13, -81, -72, -4, -302, 0.6

Two compounds picked at random from those above:
Sequence of screens – KKLEB cytotox, Peg3 promoter, iPSC survival up, CF NFkB inh, Shn3 3UTR inh, TWEAK-Fn14 inh, TRPM1 prom inh, NR2E3 ag-1, NR2E3 ag-2, HIF-2a block, aDG glyco up
CCOC(=O)/C=C(/C)N1N=C(c2ccc(OC)cc2)CC1c1cccc([N+](=O)[O-])c1 (stereo not drawn)
→ 12, -131, 0.5, -26, -108, -23, 4, -63, -2, -216, -0.1
COc1ccc([N+](=O)[O-])cc1NC(=O)c1cc(C)c(C)o1
→ 3, -10, -0.2, -7, -6, 3, 9, 30, 2, 15, 0.1

The results go on:
Sequence of screens – KKLEB cytotox, Peg3 promoter, iPSC survival up, CF NFkB inh, Shn3 3UTR inh, TWEAK-Fn14 inh, TRPM1 prom inh, NR2E3 ag-1, NR2E3 ag-2, HIF-2a block, aDG glyco up
CCN1C(=O)C2C(c3cccc(F)c3)NC(CC)(C(=O)OC)C2C1=O (stereo not drawn)
→ 11, 14, -0.7, -6, -61, -4, 2, -17, 6, 18, 0.0
COc1cccc(NC(=O)N(CCCN2CCOCC2)C(C)c2cc3ccccc3o2)c1 (stereo not drawn)
→ 10, 7, -0.1, 0, 8, 1, -4, -9, 5, -1, -0.3
O=C(N/N=C/c1ccc2c(c1)OCO2)c1ccc2ccccc2n1
→ -1, -140, -4.7, -16, -10, -37, -9, -49, 2, -200, 0.2
COc1cc(N2C(=O)C=CC2=O)c(OC)cc1Cl
→ -2, 106*, 0.7, 22, x, 30, -4, 11, 1, 41*, -0.3
Cc1ncsc1CCOC(=O)c1cccnc1
→ 4, -23, -1.1, -1, 14, 9, 12, -8, 2, 5, -0.2
CCOC(=O)Cn1nc(/C=C/c2ccccc2)ccc1=O
→ -1, -22, -2.0, 16, -17, -4, -5, 6, 2, 4, 0.0
CCN1C(=O)/C(=C2/Sc3ccc(OC)cc3N2C)SC1=Nc1ccc(OC)cc1
→ -8, -1, -0.7, 1, -16, 1, -18, -61, 0, -1, 0.0
O=C(O)CCCC(=O)N1N=C(c2ccccc2)CC1c1ccc2c(c1)OCO2 (stereo not drawn)
→ 17, 3, -0.6, 3, -1, 4, -2, -15, 4, 5, -0.1
CCCCN1C(=S)NC[C@@H]1Cc1ccccc1
→ 12, -7, 5.4, 0, 1, 12, 3, 9, -1, -8, -0.2
Cc1ccc(S(=O)(=O)NN2C(=O)/C(=C/c3ccc(C(=O)O)cc3)SC2=S)cc1
→ 3, -7, 0.5, 5, 2, -21, -1, -13, 5, 10, 0.1
Cc1cc(O)cc(O)c1C(=O)Cc1cscn1
→ 13, -2, 2.8, -9, 5, 0, 8, -6, -6, 14, 0.6
Cc1nnc(SCC2=C(C(=O)O)N3C(=O)C(NC(=O)Cn4nc(C)c(Cl)c4C)C3SC2)s1 (stereo not drawn)
→ -3, 21, -0.5, -6, 14, 0, 0, 5, -1, 9, 1.0
CC(=O)Nc1ccc(N)cc1
→ -9, 3, -3.3, -2, -3, -1, -7, -14, 0, 5, 0.2
CCN(CC)C(=O)CSc1nc2ccc(NC(=O)CSc3nccn3C)cc2s1
→ -3, -43, -1.8, -8, 1, -9, -25, -1, 1, -120, -0.1
Cc1cccc(NC(=O)CSc2nncn2N)c1C
→ -11, 7, -0.7, -10, -3, -3, x, 17, x, 14, 0.3
O=c1c2ccccc2c(C=Nc2ccc(S(=O)(=O)N3CCCCC3)cc2)c(O)n1-c1ccc(Cl)cn1
→ -8, 22, 0.4, 20, 59, 1, -5, 16, 2, 14, -0.6
CC(=O)c1ccc(N2CCN(C(=O)C3CCC3)CC2)cc1
→ -8, -31, -2.0, 2, -23, 4, -30, -12, 0, -47, 0.2
Cc1ccc(N2C(=O)C3C4C=CC(C4)C3C2=O)cc1C (stereo not drawn)
→ 8, -7, 2.8, -12, -2, -8, 0, -7, 0, 6, 0.0
O=c1c2ccccc2nc(-c2ccc([N+](=O)[O-])cc2)n1O
→ 1, 19, 4.4, -4, -7, -22, -1, -39, 0, 14, 0.1
O=c1[nH]c(C2CCN(S(=O)(=O)c3ccccc3)CC2)nc2c1nnn2Cc1ccc2c(c1)OCCO2
→ 14, 38, 1.1, 22, -14, -8, 4, 26, 1, 16, -0.1
COc1cc(C(=O)NCc2nnc(SCC(=O)Nc3cc(C)cc(C)c3)o2)cc(OC)c1OC
→ -16, 7, -2.9, 1, -1, 6, 14, -14, -1, 5, -0.1

Compounds shown so far that contain fluorine (3):
Sequence of screens – KKLEB cytotox, Peg3 promoter, iPSC survival up, CF NFkB inh, Shn3 3UTR inh, TWEAK-Fn14 inh, TRPM1 prom inh, NR2E3 ag-1, NR2E3 ag-2, HIF-2a block, aDG glyco up
CC1(C2CC2)NC(=O)N(CC(=O)N2CCN(c3ccccc3F)CC2)C1=O (stereo not drawn)
→ 8, 0, 0.3, -6, -4, -3, x, -25, x, -14, 0.1
Cn1c(C(=O)O)c(CC(=O)Nc2ccccc2F)c2ccccc21
→ -8, 18, 2.1, 9, x, -1, 7, -13, 0, 13, 0.0
CCN1C(=O)C2C(c3cccc(F)c3)NC(CC)(C(=O)OC)C2C1=O (stereo not drawn)
→ 11, 14, -0.7, -6, -61, -4, 2, -17, 6, 18, 0.0
